# High-throughput results as filed in PubChem BioAssay.
# Mm-Cpn inhibitor – blocks the Methanococcus maripaludis chaperonin Mm-Cpn. purified Mm-Cpn ATPase, ADP Transcreener TR-FRET. Potency, µM (top dose mostly 76.9 µM), for inactives: at the highest dose activity, negative = inhibition, most hits filed as inhibitors. hit rate 0.031% among 330,000. AID 504842; note: potency is the fitted concentration of half-maximal effect; % is set by controls: 0 for no effect and ±100 for the full control effect; nearly all actives have a fitted effect of over 80% in size
#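 ATPase turnover read by TR-FRET ADP competition (Eu cryptate antibody/ADP-d2, 665/590 nm): 10uM ATP final, 25nM Mm-CPN final, 30 min 37degC after 10-min compound preincubation, pH 7.4 Tris/KCl/MgCl2/DTT buffer.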
# FUS suppressor – suppressors of FUS proteinopathy in yeast; hit rate 0.24% among 390,000; Potency, µM (series often up to 76.6 µM), for the others: at the highest dose growth rescue (activation), hits mostly activators; S. cerevisiae FUS-expressing, growth rescue, OD600, 24 h;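 note: potency is the fitted concentration of half-maximal effect; plate controls were DMSO vehicle for no effect and reference control for full effect; nearly all actives have a fitted effect of over 55% in size; some results filed as inactive show a strong effect at the top dose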
#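 FUS-expressing yeast, raffinose-pregrown, induced in 2% galactose minimal medium at OD 0.005; compounds in a dilution series, 24hr at 30C. Growth restoration read as absorbance at 600 nm. CP55940 positive control, DMSO negative.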
# pAkt inh – inhibitors of Akt phosphorylation. hit rate 0.32% among 360,000. activity change, % for hits at 50 µM. Neuro2A IGF-stimulated pAkt S473 HTRF, 20 min; stronger effect = lower value. AID 651550; in the data active = activity change below about -80%; inconclusive = mostly about -51% to -80%; note: % is set by controls: 0 for no effect and ±100 for the full control effect
#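 Neuro2A cells (4,500/well, DMEM with 0.5% FBS) were treated with compound at a single 50 µM final concentration, stimulated with 6 nM IGF for 20 min at 37 °C, and lysed. Phospho-Akt Ser473 was read by HTRF as 665/615 ratio ×10^4.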
# Abeta yeast res – compounds reversing amyloid beta toxicity in yeast | hit rate 0.063% among 410,000 | yeast expressing A-beta42, growth rescue, OD600, 48 h; response scale: 0% DMSO, 100% iron-clioquinol control | Potency, µM (highest dose often 46.1 µM), for inactives: top-dose growth rescue, actives largely listed as activators; note: potency is the fitted concentration of half-maximal effect; nearly all actives have a fitted effect of over 55% in size
#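 Growth rescue measured by 600 nm absorbance after 48 h yeast culture at 30 C with compound. Values normalized between DMSO and an equimolar ferric chloride plus clioquinol control.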
# GLP1R cytotox – cytotoxicity in counter-screen for GLP-1R inverse agonists; HEK293 cAMP-luciferase reporter cells, luminescence, 24 h; AID 624418; hit rate 0.13% among 410,000; Potency, µM (highest dose often 38.3 µM), inactives show at the top dose activity change, negative = inhibition, actives largely listed as inhibitors;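 note: loss of luciferase light is scored as toxicity; potency is the fitted concentration of half-maximal effect; % is set by controls: 0 for no effect and ±100 for the full control effect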
#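 Seeding density was 200 cells/uL; after overnight-length (12 h) culture, 23 nL compounds went on for 24 h at 37 °C. Readout used a luciferase detection reagent, luminescence taken after 12 min at room temperature.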
# GLP-1R inv ag – acts as inverse agonist at human GLP-1 receptor. Potency, µM (series often up to 38.3 µM), without a hit: at the top dose activity change, negative = inhibition, actives largely listed as inhibitors. HEK293 GLP-1R CRE-luciferase, luminescence, 24 h; GLP-1R form is constitutively active. hit rate 1.6% among 410,000. AID 624417. P43220; note: potency is the fitted concentration of half-maximal effect; % is set by controls: 0 for no effect and ±100 for the full control effect; nearly all actives have a fitted effect of over 55% in size
# Target sequence (P43220 whole entry, looked up): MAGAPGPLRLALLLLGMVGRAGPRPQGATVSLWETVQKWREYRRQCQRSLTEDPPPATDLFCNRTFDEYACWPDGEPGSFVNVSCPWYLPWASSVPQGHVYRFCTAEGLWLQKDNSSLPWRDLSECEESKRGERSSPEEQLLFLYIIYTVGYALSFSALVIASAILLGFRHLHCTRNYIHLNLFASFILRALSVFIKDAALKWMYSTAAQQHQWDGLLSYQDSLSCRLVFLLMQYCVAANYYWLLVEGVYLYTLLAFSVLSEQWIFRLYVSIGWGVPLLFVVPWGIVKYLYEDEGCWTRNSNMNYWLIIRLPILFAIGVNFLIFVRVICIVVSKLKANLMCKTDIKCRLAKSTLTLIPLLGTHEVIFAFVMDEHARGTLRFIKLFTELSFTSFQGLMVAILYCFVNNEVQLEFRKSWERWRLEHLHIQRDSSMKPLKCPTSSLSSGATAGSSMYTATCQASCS
#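 qHTS in 1536-well format: reporter HEK293 cells expressing constitutive GLP-1R activity in DMEM + 10% Nu serum, 24 hr with compounds at 37 deg C, luminescence read after 12 min with detection reagent.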
# TDP-43 yeast inh – rescues yeast growth from TDP-43 toxicity; hit rate 1.8% among 410,000; Potency, µM (highest dose often 46.1 µM), for the others: at the top dose growth rescue (activation), hits mostly activators; AID 652104; TDP-43 expressing yeast growth rescue, BacTiter-Glo, 24 h; note: potency is the fitted concentration of half-maximal effect; % of control where 0% means no effect; nearly all actives have a fitted effect of over 50% in size
#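 In this qHTS, compounds that restore growth of yeast expressing TDP-43 appear as activators. Cells (OD600=0.02, galactose medium, raffinose-pregrown) are incubated with compound 24 hr at 30 deg C and growth is quantified by BacTiter-Glo.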
# PTHR1 ag – activates the human parathyroid hormone receptor PTHR1; AID 743266; HEK293 GP2 PTHR1 cells, GloSensor cAMP luminescence, 1 h; Potency, µM (series often up to 115 µM), without a hit: at the highest dose activation, hits mostly activators; hit rate 0.075% among 410,000; note: potency is the fitted concentration of half-maximal effect; nearly all actives have a fitted effect of over 55% in size; some results filed as inactive show a strong effect at the top dose; inactives centre near -15; many of its hits are not listed in these tables
# Target sequence (Q03431 whole entry, looked up): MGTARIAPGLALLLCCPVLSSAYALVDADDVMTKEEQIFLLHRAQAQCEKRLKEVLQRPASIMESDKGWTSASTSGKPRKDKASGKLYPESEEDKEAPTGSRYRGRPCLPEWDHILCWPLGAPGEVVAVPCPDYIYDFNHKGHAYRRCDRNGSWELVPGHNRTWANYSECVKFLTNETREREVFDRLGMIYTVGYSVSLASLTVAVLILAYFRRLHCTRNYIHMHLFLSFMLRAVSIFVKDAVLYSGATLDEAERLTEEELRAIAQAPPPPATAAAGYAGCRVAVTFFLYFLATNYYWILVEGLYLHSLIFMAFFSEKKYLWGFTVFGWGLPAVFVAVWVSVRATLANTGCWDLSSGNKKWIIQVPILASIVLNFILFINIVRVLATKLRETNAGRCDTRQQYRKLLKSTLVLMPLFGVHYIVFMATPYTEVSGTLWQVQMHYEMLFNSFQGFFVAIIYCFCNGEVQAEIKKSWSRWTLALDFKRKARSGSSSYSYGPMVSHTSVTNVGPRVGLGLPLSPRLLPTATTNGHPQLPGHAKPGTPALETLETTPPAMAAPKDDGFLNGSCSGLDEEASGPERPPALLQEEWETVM
#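 HEK-293-derived GP2 cells expressing PTHR1 and a GloSensor cAMP reporter, 3,000/well, plated overnight, given luciferin plus IBMX (each 0.5 mM as added) for 1 h at 37 °C, then compound for 1 h at 37 °C. Luminescence was read after 15 min at room temperature.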
# aSyn rescue – rescues yeast growth from alpha-synuclein toxicity. Yeast expressing alpha-synuclein, growth rescue, BacTiter-Glo, 24 h. Potency, µM (doses to about 46.1 µM), without a hit: at the top dose growth rescue (activation), hits mostly activators. hit rate 0.14% among 370,000. AID 652106; note: potency is the fitted concentration of half-maximal effect; % of control where 0% means no effect; nearly all actives have a fitted effect of over 65% in size
#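 Readout is rescue of growth in alpha-synuclein-expressing yeast, so inhibitors of toxicity appear as activators. Growth after 24 hr at 30 deg C in galactose medium is quantified by luminescence.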
# * marks the source's active call; other numbers are inactive results; i = inactive; u = inconclusive; x = no result given; [ ] = another dose, or the depositor's remark. Unless noted, calls come from the whole dose curve; as a rule, active = well fitted curve in the direction sought with a large enough effect; inconclusive = small, poorly fitted or top-dose-only effect, or another doubt; inactive = no such curve, though single readings can be large; an effect the other way counts as inactive or inconclusive. Only part of the results is shown; rates above refer to the full screens.
SMILES,Mm-Cpn inhibitor,FUS suppressor,pAkt inh,Abeta yeast res,GLP1R cytotox,GLP-1R inv ag,TDP-43 yeast inh,PTHR1 ag,aSyn rescue
COc1ccc(/C=C/C(=O)NCC(=O)N/N=C(/C)c2ccc(Cl)cc2)cc1,1%,u,i,8%,1%,-16%,4%,i,-3%
CCOCCCNC(=O)c1ccc2c(c1)N=C(CC)c1cc(Br)ccc1S2,0%,16%,i,-4%,-36%,u,9%,-2%,-2%
Cc1nc2ccccc2n1CCN1CCOCC1,-1%,12%,i,-1%,-6%,4%,-6%[9.22 µM],-17%,-7%
Cc1ccc(CNC(=O)c2ccc(CN3CCOCC3)cc2)cc1,1%,2%,i,7%,-7%,7%,10%,-1%[57.5 µM],2%
COc1ccc(C2Nc3ccccc3C(=O)N2NS(C)(=O)=O)cc1OC (configuration not stated),0%,13%,i,-8%,11%,16%,-6%[9.22 µM],i,1%
O=C(O/N=C1/CCCc2occc21)c1ccccc1,3%,-10%,i,-12%,-2%,0%,u,-19%,-1%
CCc1nnc(NC(=O)CCC(=O)NC2CCCCCC2)s1,0%,9%,i,1%,8%,19%,-8%,-18%,-2%
C=CCn1c(SCc2ccccc2)nnc1-c1cccnc1,0%,14%,i,-8%,2%,0%,-16%,i,0%
CN(C)CCCNc1nc2cc(-c3ccc(C(=O)N4CCN(C)CC4)cc3)sc2c(=O)n1C,x,3%,i,14%,-10%,-25%,u,i,1%
Cc1ccc(NC(=O)C/C(N)=N/OC(=O)Nc2cccc(C)c2)cc1,1%,-26%,i,-17%,-14%,-19%,-4%,i,-9%
Cc1ccc(S(=O)(=O)c2cn(CC(=O)Nc3ccc(F)cc3)c3cc4c(cc3c2=O)OCO4)cc1,x,-14%,x,-7%,4%,4%,10%,-20%,x
Cc1cc(N/N=C/c2ccccc2Br)nc2ccccc12,0%,x,i,-1%,u,u,u,-11%,-19%
S=c1[nH]ncn1-c1ccccn1,1%,-71%[inhibitor],i,-8%,0%,-15%,-26%,i,-1%
O=C(NNC(=O)C1COc2ccccc2O1)c1ccccc1O (configuration not stated),-1%,15%,i,-3%,-3%,8%,2%,-8%,0%
O=C(COC(=O)[C@H](Cc1ccccc1)NC(=O)c1ccco1)Nc1ccccc1OC(F)F,-1%,x,i,16%,-8%,7%,22%,i,16%
COc1ccc(-c2nsc3c(N4CCCC4)ncnc23)cc1,-3%,-1%,i,0%,-1%,-18%,20%,-39%[inhibitor],-5%
Cn1c(-c2ccc(C(F)(F)F)cc2)cc2onc(-c3ccccc3)c2c1=O,0%,-18%,i,9%,-24%,3%,15%,-17%,-7%
O=c1oc(-c2ccc([N+](=O)[O-])cc2)nc2ccc(O)cc12,0%,23%,i,-21%,6%,8%,-22%,-13%,-4%
CCC(C)C(NC(=O)C1CCC(C)CC1)C(=O)Nc1cc(OC)ccc1OC (configuration not stated),-10%,42%,i,-11%,-12%,0%,3%,i,-3%
COCCn1c(SCC(=O)Nc2ccc(C)cc2)nc2c(oc3ccccc32)c1=O,2%,x,i,-7%,-3%,5%,10%,i,0%
NC(=O)c1ncn([C@@H]2O[C@H](CNC(=O)[C@@H](N)Cc3cccnc3)[C@@H](O)[C@H]2O)n1,x,-21%,i,-10%,0%,17%,20%,-1%,-10%
CCOc1ccccc1NC(=O)c1ccc(S(=O)(=O)N(C)C)cc1,-1%,-9%,x,14%,4%,0%,4%,-85%[inhibitor],x
O=C(Cn1ncc2c([nH]c3ccccc32)c1=O)NCCCN1CCN(c2ccc(F)cc2)CC1,x,-13%,x,-7%,2%,u,9%,i,x
CN(Cc1cnccn1)Cc1nc(Cc2ccccc2F)no1,1%,9%,i,1%,-8%,4%,3%,i,1%
O=C1N[C@H](Cc2ccccc2)COC(=O)[C@H](Cc2ccc(F)cc2)C/C=C\C[C@H]1CC(=O)N(CCO)Cc1ccccc1,0%,u,i,8%,-17%,u,u,i,-1%

# Full records as entered above:
# C=CCn1c(SCc2ccccc2)nnc1-c1cccnc1 in the list: Mm-Cpn inhibitor: 0%; FUS suppressor: 14%; pAkt inh: i; Abeta yeast res: -8%; GLP1R cytotox: 2%; GLP-1R inv ag: 0%; TDP-43 yeast inh: -16%; PTHR1 ag: i; aSyn rescue: 0%
# Cn1c(-c2ccc(C(F)(F)F)cc2)cc2onc(-c3ccccc3)c2c1=O in the list: Mm-Cpn inhibitor: 0%; FUS suppressor: -18%; pAkt inh: i; Abeta yeast res: 9%; GLP1R cytotox: -24%; GLP-1R inv ag: 3%; TDP-43 yeast inh: 15%; PTHR1 ag: -17%; aSyn rescue: -7%

# The main list resumes with the six entries that preceded the break.
SMILES,Mm-Cpn inhibitor,FUS suppressor,pAkt inh,Abeta yeast res,GLP1R cytotox,GLP-1R inv ag,TDP-43 yeast inh,PTHR1 ag,aSyn rescue
COCCn1c(SCC(=O)Nc2ccc(C)cc2)nc2c(oc3ccccc32)c1=O,2%,x,i,-7%,-3%,5%,10%,i,0%
NC(=O)c1ncn([C@@H]2O[C@H](CNC(=O)[C@@H](N)Cc3cccnc3)[C@@H](O)[C@H]2O)n1,x,-21%,i,-10%,0%,17%,20%,-1%,-10%
CCOc1ccccc1NC(=O)c1ccc(S(=O)(=O)N(C)C)cc1,-1%,-9%,x,14%,4%,0%,4%,-85%[inhibitor],x
O=C(Cn1ncc2c([nH]c3ccccc32)c1=O)NCCCN1CCN(c2ccc(F)cc2)CC1,x,-13%,x,-7%,2%,u,9%,i,x
CN(Cc1cnccn1)Cc1nc(Cc2ccccc2F)no1,1%,9%,i,1%,-8%,4%,3%,i,1%
O=C1N[C@H](Cc2ccccc2)COC(=O)[C@H](Cc2ccc(F)cc2)C/C=C\C[C@H]1CC(=O)N(CCO)Cc1ccccc1,0%,u,i,8%,-17%,u,u,i,-1%
Cc1ccc(C)c(N2CCN(S(=O)(=O)c3cn(C)cn3)CC2)c1,2%,0%,i,-5%,3%,10%,-5%,i,2%
COc1cccc(CNC(=O)C(=O)NCC2CCCN2S(=O)(=O)c2cc(C)ccc2C)c1 (configuration not stated),-1%,28%,i,15%,5%,-21%,u,-38%[inhibitor],1%
NS(=O)(=O)c1cccc(NC(=O)CN2C(=O)C(=O)N(Cc3ccccc3)C2=O)c1,2%,-6%,i,0%,-1%,6%,-13%,i,0%
Nc1ncc(S(=O)(=O)N2CCN(c3ccccc3)CC2)cn1,x,3%,x,-8%,4%,0%,16%,-3%,x
O=C(CN1CCN(c2ccccc2)CC1)Nc1ccc(-n2cnnn2)cc1,2%,-6%,i,-2%,29%,-5%,-17%,-22%[57.5 µM],-13%
CCOC(=O)C1CCCN(C(=O)c2cccc(S(=O)(=O)N(Cc3ccccc3)c3ccccc3OC)c2)C1 (configuration not stated),-5%,u,i,-7%,13%,u,10%,-22%,2%
CCCCCC(=O)N/N=C(\C)c1ccccn1,0%,x,i,u,u,u,-33%[inhibitor],i,14%
COc1ccc(-c2cc(C(=O)N3CCOCC3)c3cc(C)ccc3n2)cc1,0%[15.4 µM],34%,i,-7%,3%,u,13%,-12%,-13%
Cc1ccc2nc(Cl)c(/C=N/Nc3nc(C)cc(C)n3)c(=O)n2c1,-4%,x,i,-29%,32%[activator],46%[activator],19%,i,9%
CCC(=O)c1ccc(OCC(O)CN2CC(C)OC(C)C2)cc1 (configuration not stated),-3%,14%,i,-3%,-7%,0%,-19%,i,-23%
COc1ccc(CN2CCNC(=O)C2CC(=O)NC2CCOCC2)cc1C (configuration not stated),-3%,14%,i,2%,-5%,16%,-3%,i,3%
Cc1cc(S(=O)(=O)NCC(C)C)ccc1OCC(=O)NCC1CCCO1 (configuration not stated),0%,x,i,5%,-14%,-2%,17%,-9%,7%
CC(C)C[C@H]1CNC(=O)C(=O)N1C[C@H](C)NC(=O)Cc1ccccc1,3%,-13%,i,0%,-25%,1%,2%,5%,-2%
CCc1ccc2oc(C(=O)N3CCN(c4ccccc4OC)CC3)cc(=O)c2c1,0%,28%,i,-21%,u,u,20µM*,-21%,14%
Nc1ccc(-c2n[nH]c(=O)c3ccccc23)cc1N,-2%,u,i,11%,3%,0%,16%,i,0%
O=C(CCCn1c(=O)[nH]c2ccsc2c1=O)N1CCN(Cc2ccc3c(c2)OCO3)CC1,1%,15%,i,2%,4%,0%,7%,i,-20%
O=C1C=C(c2ccc(C(=O)O)cc2)C[C@@H](c2ccc(Cl)cc2)C1,2%,-4%,i,16%,-4%,23%,23%,i,27%
C=CCn1cccc(C(=O)Nc2ccc(C)c(Cl)c2)c1=O,-1%,4%,i,1%,5%,23%,u,-27%,3%
Cc1noc(C)c1COC(=O)Cc1ccc(Br)cc1,2%,-23%,i,-13%,6%,13%,28%,-38%,2%
CCOc1ccc(C(=O)NCc2nnnn2-c2ccc(C)c(C)c2)cc1OCC,x,26%,x,0%,3%,1%,20%,i,x
